High-throughput results as filed in PubChem.
S2 tox: cell viability loss in ATXN counter-screen; S2 cells (HEK-293 line with an ATXN2-luciferase reporter) viability, CellTiter-Fluor protease fluorescence, 24 h; Potency, µM (highest dose often 56.7 µM), usual class: cytotoxic; hit rate 0.49% among 400,000; note: potency is the fitted concentration of half-maximal effect; nearly all actives have a fitted effect of over 40% in size
TGFb SMAD3 inh: inhibitors of TGF-b signaling; HepG2 CAGA-GFP TGF-b/SMAD3 reporter, GFP fluorescence, 18 h; TGF-beta stimulated, 500 pg/mL final; Potency, µM (top dose mostly 46.1 µM), for the others: at the highest dose activity, negative = inhibition, usual class: inhibitors; hit rate 1.2% among 410,000; AID 588855; note: potency is the fitted concentration of half-maximal effect; % is set by controls: 0 for no effect and ±100 for the full control effect; nearly all actives have a fitted effect of over 65% in size
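First, reporter cells (HEPG2 CAGA-GFP) rested 2 h at 37 degrees C. Next, compounds were pinned in and TGF-beta added to 500 pg/mL final. After 18 h, GFP was imaged per cell and summed per well.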
Nrf2 block: inhibitors of Nrf2 signaling. hit rate 2.1% among 360,000. A549 ARE-Fluc reporter, luciferase luminescence, 18-24 h. AID 504444. Potency, µM (top dose mostly 46 µM), for the others: top-dose activity change, negative = inhibition, usual class: inhibitors; note: potency is the fitted concentration of half-maximal effect; % is set by controls: 0 for no effect and ±100 for the full control effect; nearly all actives have a fitted effect of over 60% in size
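Concentration-response testing used A549 ARE_Fluc cells at 5000 cells/well. Following an 18-24 h compound incubation, viability was read by fluorescence (Ex 405/Em 525) and luciferase output by luminescence.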
A549 tox: kills or reduces viability of A549 cells in Nrf2 counter-screen | Potency, µM (titrated, usually from 46 µM), for the others: top-dose activity change, negative = cytotoxicity, actives largely listed as inhibitors | hit rate 0.16% among 390,000 | A549 ARE-Fluc cells, CellTiter-Fluor viability, 18-24 h; note: potency is the fitted concentration of half-maximal effect; % is set by controls: 0 for no effect and ±100 for the full control effect
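A549 ARE_Fluc cells in 5% FBS OPTI-MEM were exposed to compounds in concentration-response for 18-24 h at 37 deg C. Viability was read by CellTiter-Fluor fluorescence (Ex 405/Em 525) after 30 min, before the luciferase read.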
IL-2 act: activators of IL-2 | AID 652025 | IL-2 activation reporter assay, cell-based qHTS; stimulated with anti-CD3/CD4/CD28 beads; in transgenic mouse T cells | hit rate 0.065% among 360,000 | activation, % (series mostly up to about 46 µM); in the data active = activation above about 50%; inconclusive = mostly about 30% to 49%; note: 0% is about no effect
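Unstimulated transgenic mouse T cells preincubated 60 min with compound, then stimulated with anti-CD3/anti-CD4-coated beads plus anti-CD28 for 18 h at 37 degrees C. IL-2 response read as EGFP and DsRed fluorescence by plate cytometry.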
HepG2 viability: kills HepG2 cells in TGF-b inhibitor counter-screen. HepG2 CAGA-GFP viability, ATP luminescence, 18 h. Potency, µM (doses to about 46.1 µM), without a hit: top-dose activity change, negative = cytotoxicity, hits mostly cytotoxic. hit rate 0.76% among 410,000. AID 588856; note: potency is the fitted concentration of half-maximal effect; some results filed as inactive show a strong effect at the top dose
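HepG2 CAGA-GFP cells (1000/well, DMEM with 1% FBS) received compound, then TGF-beta at 500 pg/mL final, and were incubated 18 hours at 37 degrees C. Viability was read by CellTiter-Glo luminescence. Media-only wells were set as complete cell-killing and DMSO as no toxicity.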
EPAC2 agonist: agonists of human EPAC2 (RAPGEF4); Potency, µM (top dose mostly 154 µM), inactives show at the highest dose activation, most hits filed as activators; hit rate 0.079% among 360,000; Q8WZA2; EPAC2 activation, biochemical qHTS; response scale: 100% = 6.5 mM cAMP response; note: potency is the fitted concentration of half-maximal effect; nearly all actives have a fitted effect of over 50% in size
Target sequence (Q8WZA2 whole entry, looked up): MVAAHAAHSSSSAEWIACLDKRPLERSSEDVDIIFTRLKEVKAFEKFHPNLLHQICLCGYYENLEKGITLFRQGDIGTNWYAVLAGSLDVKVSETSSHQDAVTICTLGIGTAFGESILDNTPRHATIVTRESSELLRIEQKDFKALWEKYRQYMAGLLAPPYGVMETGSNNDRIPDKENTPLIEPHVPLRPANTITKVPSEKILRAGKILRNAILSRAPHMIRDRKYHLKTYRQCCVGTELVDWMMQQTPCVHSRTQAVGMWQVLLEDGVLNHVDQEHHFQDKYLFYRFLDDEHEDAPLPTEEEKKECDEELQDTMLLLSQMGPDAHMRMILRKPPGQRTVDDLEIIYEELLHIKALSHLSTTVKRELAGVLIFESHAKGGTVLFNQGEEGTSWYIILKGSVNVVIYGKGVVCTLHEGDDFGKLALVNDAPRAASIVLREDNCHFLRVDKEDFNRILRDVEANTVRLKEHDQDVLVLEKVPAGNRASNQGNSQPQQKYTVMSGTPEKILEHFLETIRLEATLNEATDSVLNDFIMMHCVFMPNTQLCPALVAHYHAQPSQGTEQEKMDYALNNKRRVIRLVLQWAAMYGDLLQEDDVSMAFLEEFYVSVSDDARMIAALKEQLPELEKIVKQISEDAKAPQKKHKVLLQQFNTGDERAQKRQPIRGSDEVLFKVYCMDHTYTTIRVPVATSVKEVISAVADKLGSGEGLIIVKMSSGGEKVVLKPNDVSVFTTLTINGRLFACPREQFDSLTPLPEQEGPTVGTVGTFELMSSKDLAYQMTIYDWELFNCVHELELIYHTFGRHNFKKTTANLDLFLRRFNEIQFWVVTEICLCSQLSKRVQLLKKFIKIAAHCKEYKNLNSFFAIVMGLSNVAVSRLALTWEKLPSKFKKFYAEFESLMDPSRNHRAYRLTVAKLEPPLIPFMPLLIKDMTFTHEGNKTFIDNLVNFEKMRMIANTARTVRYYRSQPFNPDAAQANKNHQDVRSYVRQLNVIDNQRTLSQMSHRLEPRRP
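qHTS, titration series. 100 nM EPAC2 / 250 nM Rap1B-BODIPY-GDP / 50 uM GDP; RT; ex 480/em 540 nm, 5-min reads to 30 min. Norm. to 6.5 mM cAMP = activation.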
ATXN2 expr inh: reduces ATXN2 reporter expression in HEK-293 cells; HEK-293 ATXN2-luciferase reporter, luminescence, 24 h; hit rate 0.72% among 360,000; Potency, µM (doses to about 57 µM), without a hit: at the highest dose activity change, negative = inhibition, most hits filed as inhibitors; note: potency is the fitted concentration of half-maximal effect; % is set by controls: 0 for no effect and ±100 for the full control effect; nearly all actives have a fitted effect of over 55% in size
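qHTS (up to 57 uM final) was run with 24 h compound exposure of reporter cells at 37 °C. Each well was multiplexed: SteadyGlo luminescence measured ATXN2-luciferase expression after a fluorogenic Gly-Phe-AFC viability readout (25 uM final).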
Nrf2 activator: activates Nrf2 signaling. AREc32 ARE-luciferase reporter (MCF7-derived line), luminescence, 24 h. Potency, µM (titrated, usually from 46.1 µM), for inactives: at the highest dose activation, most hits filed as activators. hit rate 0.31% among 410,000; note: potency is the fitted concentration of half-maximal effect; % of control where 0% means no effect; nearly all actives have a fitted effect of over 65% in size
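AREc32_Fluc, 1000 cells/well, OPTI-MEM + 5% FBS, o/n 37 deg C 5% CO2; 23 nL cpd by pin tool, 24 hr; Steady-Glo 30 min RT, luminescence.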
An asterisk follows results filed as active; i = inactive; ? = inconclusive; · = no result given; [ ] = another dose, or the depositor's remark. Unless noted, calls come from the whole dose curve; as a rule, active = well fitted curve in the direction sought with a large enough effect; inconclusive = small, poorly fitted or top-dose-only effect, or another doubt; inactive = no such curve, though single readings can be large; an effect the other way counts as inactive or inconclusive. Compounds were not picked by outcome (roughly 4.3% active in at least one column).

SMILES	S2 tox	TGFb SMAD3 inh	Nrf2 block	A549 tox	IL-2 act	HepG2 viability	EPAC2 agonist	ATXN2 expr inh	Nrf2 activator
Cc1nn(CC(=O)NCC(C)c2ccccc2)c(=O)c2cccn12 (stereo not drawn)	i	-3.1%	8.0%	-3.1%	-0.5	-0.4%	-6.6%	19.9%	0.3%
N#CCCN(C(=O)COC(=O)CCc1c[nH]c2ccccc12)c1ccc(F)cc1	i	5.8%	4.8%	10.3%	3.4	-21.9%	2.6%	5.9%	3.0%
CCOC(=O)c1c(C)[nH]c(C)c1C(=O)COC(=O)/C=C/c1ccc(OC)cc1	?	0.6%	16.5%	-16.5%	-3.4	1.4%	13.4%	-12.6%	0.1%
COc1cc(C(=O)Nc2sc3c(c2C#N)CCCC3)c(Br)c(OC)c1OC	·	-23.7%	?	-0.8%	·	-13.7%	·	·	-0.7%
NCCCCCc1nnc(SCc2ccccc2Cl)o1	i	17.4%	13µM*	?	-1.4	-23.5%	1.2%	?	-2.2%
CCC(=O)NNc1nc2c(F)cc(F)cc2s1	?	-1.5%	-0.2%	-0.5%	0.1	-1.8%	14.7%	-20.8%	-0.7%
C/C=C/C1=CC(=O)C[C@H](c2ccc(F)cc2)C1	i	?	3.7%	-3.9%	-0.7	-36.4%	11.8%	-9.1%	23.6%
CN1CCc2nc(NC(=O)COc3ccc(C#N)cc3)sc2C1	i	7.5%	?	-0.7%	-3.9	6.8%	3.2%	-5.5%	-0.5%
Cc1ccc(NC(=O)COC(=O)CNC(=O)c2ccco2)cc1	i	0.1%	-8.2%	0.5%	-1.6	4.3%	10.7%	-4.9%	-1.4%
O=C(Nc1ccc(-n2cc(Cl)cn2)cc1)c1ccncc1	i	11.6%	-21.6%	1.2%	2.2	21.4%	3.2%	·	2.9%
O=C1NC[C@H](Cc2ccccc2)N(CCc2cccc(F)c2)C1=O	i	8.6%	20.5%	3.4%	0.2	6.7%	8.5%	0.1%	-1.2%
COc1ccc(N2CCN(C(CNC(=O)c3cccs3)c3ccco3)CC2)cc1 (stereo not drawn)	i	8.2%	9.0%	1.5%	0.5	-1.6%	3.9%	15.7%	0.5%
COc1ccc(CCC(=O)N2CC(C)OC(C)C2)cc1 (stereo not drawn)	i	-1.8%	10.2%	3.2%	-2.9	-16.9%	-2.2%	3.9%	-0.4%
COCCN(C(=O)Nc1ccccc1)c1ccccc1	i	0.0%	·	2.1%	-1.6	2.3%	-4.3%	2.7%	0.3%
CCOc1ccc(S(=O)(=O)Nc2ccc(C(=O)NCC(c3ccco3)N(C)C)cc2)cc1 (stereo not drawn)	i	9.7%	13.6%	-6.6%	-0.3	8.2%	-0.1%	2.6%	0.1%
CCNc1nc(CN2CCCCC2)nc2scc(-c3ccccc3)c12	?	?	?	-25.9%	-3.7	-34.7%	2.4%	?	3.0%
CC(C)(C)OC(=O)N1CCC(C(=O)Nc2ccc(C(=O)N3CCOCC3)cc2)CC1	i	-12.4%	5.8%	-0.4%	-0.7	-5.2%	7.8%	2.9%	-0.3%
CSc1ccc(CNC(=O)CCn2c(=O)c3cccn3c3ccc(F)cc32)cc1	·	-22.0%	?	3.8%	·	-13.6%	·	·	2.4%
C=CCn1c(N)c(C(=O)Nc2ccc(C)cc2)sc1=S	i	24.1%	8.0%	1.3%	-1.8	3.0%	1.1%	·	2.7%
C#CCOCCOCCOCCNc1nc(N2CCN(C(=O)[C@H](CCC(=O)O)n3cc(C(N)CC(C)C)nn3)CC2)nc(N2CCN(C(=O)[C@H](Cc3cc4ccccc4[nH]3)n3cc(C(N)[C@H](C)CC)nn3)CC2)n1 (stereo partly drawn)	i	7.2%	0.2%	-3.2%	0.9	9.9%	3.8%	10.6%	0.5%

Another view of part of the listing above.
SMILES | S2 tox | TGFb SMAD3 inh | Nrf2 block | A549 tox | IL-2 act | HepG2 viability | EPAC2 agonist | ATXN2 expr inh | Nrf2 activator
O=C(Nc1ccc(-n2cc(Cl)cn2)cc1)c1ccncc1 | i | 11.6% | -21.6% | 1.2% | 2.2 | 21.4% | 3.2% | · | 2.9%
O=C1NC[C@H](Cc2ccccc2)N(CCc2cccc(F)c2)C1=O | i | 8.6% | 20.5% | 3.4% | 0.2 | 6.7% | 8.5% | 0.1% | -1.2%

The listing continues.
SMILES	S2 tox	TGFb SMAD3 inh	Nrf2 block	A549 tox	IL-2 act	HepG2 viability	EPAC2 agonist	ATXN2 expr inh	Nrf2 activator
Cc1ccc2c(c1)/C(=N/OS(=O)(=O)c1ccccc1)CCS2	i	?	5.8%	2.9%	-2.7	3.2%	2.9%	3.0%	-0.7%
COc1ccc(Cl)cc1NC(=O)CN(C)C(=O)Cn1cnc2c1c(=O)n(C)c(=O)n2C	i	13.3%	-21.6%	-0.5%	4.1	-18.5%	0.5%	0.0%	-0.4%
Cc1ccc(CNC(=O)c2ccc(-n3c(C)cc4c3CCCC4)cc2)cc1	i	6.9%	?	-4.1%	·	0.5%	·	0.0%	13.8%
Cc1ccccc1OCC(O)Cn1c2ccccc2c2ccccc21 (stereo not drawn)	i	?	?	-29.0%	-1.7	-104.7%	23.6%	-19.1%	2.7%
COC(=O)c1ccc(Cl)cc1N(Cc1c(F)cccc1Cl)S(C)(=O)=O	i	31.5%[activator]	18.4µM*	?	-1.0	1.0%	8.7%	-24.0%	0.3%
Cc1ccc2nc(C(F)C(F)(F)F)[nH]c2c1 (stereo not drawn)	i	8.5%	24.0%	-3.8%	-0.7	4.2%	3.5%	5.8%	3.5%
CCN(C(=O)CSc1nc2ccccc2n1CC)C1CCS(=O)(=O)C1 (stereo not drawn)	i	-18.9%	7.7%	1.2%	1.5	7.0%	6.4%	2.7%	-0.4%
O=C(Nc1ccccc1)Oc1ccc[nH]c1=O	i	-6.3%	0.6%	0.1%	-0.2	-9.6%	8.2%	-30.3%	-0.6%
O=c1c2ccccc2ncn1-c1ccc(Cl)c(Cl)c1	i	-0.1%	14.9%	-8.7%	-2.6	-14.2%	0.6%	3.1%	0.3%
O=C(COC(=O)c1ccc(O)cc1)Nc1ncc(Cl)cc1Cl	i	6.1%	16.1%	-1.3%	2.3	-2.6%	1.8%	-5.3%	1.4%
CCOC(=O)c1ccccc1NC(=O)C1=COCCO1	i	-11.7%	-12.0%	2.7%	-5.4	-26.8%	13.2%	-12.6%	-0.2%
Cc1ccc(OC(C)c2nnc(N)s2)cc1Cl (stereo not drawn)	i	7.1%	16.4µM*	-5.1%	-4.4	0.2%	-3.9%	-30.8%	0.5%
CCN(CC)S(=O)(=O)c1ccc(-c2nnc(SCC(=O)Nc3nnc(C)s3)n2CC)cc1	i	4.1%	-6.7%	-0.8%	-1.8	-9.3%	-7.1%	9.1%	2.8%
c1ccc(-c2nnc(SCc3ccncc3)o2)cc1	i	3.4%	·	·	0.4	-21.6%	-2.0%	·	10.9%
COCCN(C(=O)COC(=O)C1CC1)c1c(N)n(Cc2ccccc2)c(=O)[nH]c1=O	i	2.0%	6.8%	-7.0%	-3.6	19.7%	-0.1%	-3.3%	-0.7%
CCCCCC(=O)NC(NC(=S)Nc1ccc(S(N)(=O)=O)cc1)C(Cl)(Cl)Cl (stereo not drawn)	?	24.2%	18.2%	-2.5%	0.8	-12.5%	-4.9%	-3.4%	0.0%
COC(=O)c1c(C)oc(C)c1S(=O)(=O)N(C)C1CCCCC1	i	-2.0%	22.6%	1.1%	-0.6	-1.6%	3.8%	12.2%	0.6%
COC(=O)[C@@]1(Cc2ccc(OC)cc2)[C@H]2c3cc(C(=O)N4CCCC4)n(Cc4ccccc4)c3C[C@H]2CN1C(=O)c1ccccc1	?	·	·	·	1.0	·	6.4%	0.0%	3.3%
Cn1c(CCc2nc3ccccc3[nH]2)nnc1SCC#N	i	14.1%	-5.1%	5.5%	-2.1	3.0%	12.1%	?	2.7%
COc1ccccc1NC(=O)Nc1cnccn1	i	-9.3%	-12.1%	0.9%	-1.2	-4.5%	-1.3%	2.0%	4.1%
Clc1ccc(Cc2noc(CN3CCN(c4ccccc4)CC3)n2)c(Cl)c1	i	?	-10.3%	-2.9%	-1.2	-31.5%	18.7%	-2.3%	-0.6%
N#CC(c1ccccc1)c1cnccn1 (stereo not drawn)	i	-4.3%	10.2%	-4.2%	0.8	-20.3%	4.4%	10.1%	0.0%

Of the compounds above, 7 have fluorine.
SMILES	S2 tox	TGFb SMAD3 inh	Nrf2 block	A549 tox	IL-2 act	HepG2 viability	EPAC2 agonist	ATXN2 expr inh	Nrf2 activator
N#CCCN(C(=O)COC(=O)CCc1c[nH]c2ccccc12)c1ccc(F)cc1	i	5.8%	4.8%	10.3%	3.4	-21.9%	2.6%	5.9%	3.0%
CCC(=O)NNc1nc2c(F)cc(F)cc2s1	?	-1.5%	-0.2%	-0.5%	0.1	-1.8%	14.7%	-20.8%	-0.7%
C/C=C/C1=CC(=O)C[C@H](c2ccc(F)cc2)C1	i	?	3.7%	-3.9%	-0.7	-36.4%	11.8%	-9.1%	23.6%
O=C1NC[C@H](Cc2ccccc2)N(CCc2cccc(F)c2)C1=O	i	8.6%	20.5%	3.4%	0.2	6.7%	8.5%	0.1%	-1.2%
CSc1ccc(CNC(=O)CCn2c(=O)c3cccn3c3ccc(F)cc32)cc1	·	-22.0%	?	3.8%	·	-13.6%	·	·	2.4%
COC(=O)c1ccc(Cl)cc1N(Cc1c(F)cccc1Cl)S(C)(=O)=O	i	31.5%[activator]	18.4µM*	?	-1.0	1.0%	8.7%	-24.0%	0.3%
Cc1ccc2nc(C(F)C(F)(F)F)[nH]c2c1 (stereo not drawn)	i	8.5%	24.0%	-3.8%	-0.7	4.2%	3.5%	5.8%	3.5%
